Bioassay records: PubChem BioAssay, several laboratories
Vc quorum ag – inducers of Vibrio cholerae quorum light production without autoinducers, primary screen, BH1578 luxS cqsA deficient, single point; activation, % at 18.7 µM; V. cholerae BH1578 lux reporter, luminescence, 6 h; 0.16% of 350,000 active; in the data active means activation mostly above about 9.7%, no sharp cut-off; further: not every result past the cut was called active; inactives centre near 0; reference of the scale not given here
BoNT-A LC inh2 – BoNT/A light chain protease inhibitors, primary screen, biochemical, flow cytometry, MLPCN library. Botulinum neurotoxin type A light chain protease (Clostridium botulinum A str. ATCC 3502). multiplex microsphere protease substrate cleavage. inhibition, % at 10 µM. 0.17% of 360,000 active; further: plate controls were buffer without enzyme for full effect and enzyme alone for no effect
TcdB inh – TcdB glycohydrolase inhibitors, primary screen, biochemical, single point, plate reader. TcdB glycohydrolase enzymatic assay. inhibition, % at 9.99 µM. 0.24% of 350,000 active; in the data active means inhibition above about 10%
Yp Topo-I inh – Yersinia pestis topoisomerase I inhibitors, primary screen, biochemical, cleavage product accumulation, plate reader, single point | DNA topoisomerase I (Yersinia pestis CO92) | Y. pestis Topo-I cleavage product accumulation | activity, % at 10 µM | 0.064% of 360,000 active; in the data active means activity above about 50%, passing the limit was not always enough; further: inactives centre near 2
PrPC TRFRET – inhibitors of human cell surface prion protein PrPC, primary screen, cell-based, TR-FRET | Major prion protein (Homo sapiens), P04156 | TR-FRET read-out | inhibition, % at 13.8 µM | 0.43% of 370,000 active | AID 720596, 2013; in the data active means inhibition above about 24%; further: 0% = median of the test wells and 100% = reference compound wells
SARS 3CLpro inh – SARS-CoV 3CLpro protease inhibitors, primary screen, biochemical, quenched FRET | AID 1706, 2009 | inhibition, % at 6 µM | 0.14% of 290,000 active | recombinant SARS-CoV 3CLpro, quenched FRET peptide cleavage; in the data active means inhibition above about 12%
Anthrax LF prot – Bacillus anthracis LF protease inhibitors, primary screen, biochemical, multiplex microsphere, MLPCN library. multiplex microsphere protease cleavage assay. inhibition, % at 10 µM. Lethal factor (Bacillus anthracis), P15917. 0.12% of 360,000 active. AID 588501, 2011; further: plate controls were buffer without enzyme for full effect and enzyme alone for no effect
SSB-PriA inh – inhibitors of Klebsiella pneumoniae PriA binding to SSB C-terminal tail, primary screen, biochemical, AlphaScreen. PriA–SSB C-terminal tail interaction (Klebsiella pneumoniae). AlphaScreen SSBct-PriA binding, biotinylated peptide. inhibition, % at 33 µM. 0.6% of 430,000 active; in the data active means inhibition mostly above about 37%, no sharp cut-off; inactive means mostly below about 20%;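 further: plate controls were negative control peptide for no effect and reference peptide for full effect; strong numbers were not always called active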
PfHsp40 rescue – rescue of yeast from PfHsp40 toxicity, primary screen, S. cerevisiae, ATP luminescence; S. cerevisiae expressing PfHsp40, growth rescue; growth rescue, % at 12.5 µM; 0.68% of 340,000 active; in the data active means growth rescue above about 28%, passing the limit was not always enough;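 further: yeast W303a lacking pdr1 and pdr3 grown in galactose medium; growth measured after three days at 30 °C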
* marks the source's active call; other numbers are inactive results; i = inactive; / = not tested or not shown; & = joins results of further samples. Unless noted, no stated cut-off is given here; in the data, active means inhibition above about 30%; inconclusive means no clear call, values can overlap the other calls; inactive means below that.

SMILES	Vc quorum ag	BoNT-A LC inh2	TcdB inh	Yp Topo-I inh	PrPC TRFRET	SARS 3CLpro inh	Anthrax LF prot	SSB-PriA inh	PfHsp40 rescue
Cc1ccc(S(=O)(=O)NCCC(=O)NC2CC2)cc1	1.6	2.9	1.7	0	-11	0	-2	-13	0.5
CCc1nnc(NC(=O)c2c(C)nn(-c3ccccc3)c2Cl)s1	-0.2	-0.6	/	5	4	2	2	-5	1.4
O=C(O)c1ccc(S(=O)(=O)N2CCC(n3nnc4cc(C(F)(F)F)ccc43)CC2)cc1	-0.3	-1.3	1.3	-1	5	3	-2	0	0.1
CCN1CCN(CCCNC(=O)c2ccc(/C=C3/Oc4ccccc4N(Cc4cccc(C)c4)C3=O)cc2)CC1	-11	1.8	/	-15	/	1	-2	-7	-0.7
COc1ccc(C(=O)n2cnnc2N)cc1	3.7	1.0	-12	7	-5	-4	-3	-14	-1.2
COc1ccc(/C=C/C(=O)Nc2ccc(NC(C)=O)cc2)cc1S(=O)(=O)N1CCOCC1	-0.5	-0.1	0.1	3	-10	0	4	-1	-0.5
CS(=O)(=O)c1ccc2nnn(OCC(=O)Nc3ccc(Br)cc3Br)c2c1	-1.4	-0.7	1.5	-4	3	3	3	4	-0.9
CCc1nnc(NC(=O)CSc2nc(C)cc(C)c2C#N)s1	-0.3	0.1	0.6	-11	-2	-1	-1	-7	-1.2
Cc1ccc(NC(=O)CN2CCN(S(=O)(=O)c3cccs3)CC2)cc1S(=O)(=O)N(C)C	-0.4	-2.1	0.9	17	7	-2	-1	1	0.2
CCC(c1nnnn1-c1ccc2c(c1)OCCO2)N1CCN(c2ccc(C(F)(F)F)cn2)CC1 (stereo unspecified)	/	-0.6	0.9	/	-7	/	-7	/	/
CCOC(OCC)c1ccc(/C=C\c2nccc(N)n2)cc1	i	0.3	-0.5	3	-7	3	-3	-2	-1.9
CCc1ccccc1-n1nnnc1SCC(=O)Nc1ccc(N2CCN(C)CC2)cc1	i	-4.7	-2.6	-12	-18	6	-2	-1	-0.8
CCOc1ccc2nc(NC(=O)c3ccc(OCC4CCCO4)cc3)sc2c1 (stereo unspecified)	-0.5	2.9	0.4	22	21	2	2	1	-0.2
O=S(=O)(c1ccccc1)N(Cc1ccc(Cl)cc1)c1ccncc1	-2.3	-4.7	1.3	5	4	0	0	-16	-0.6
Cn1cccc1/C=N/NC(N)=S	i	-0.2	-0.3	1	-4	8	4	/	-0.9
CCOC(=O)CNc1nc(Cl)nc(NC(C)(C)C)n1	-0.2	-0.2	0.5	2	-6	-6	-1	-4	0.9
CN(C)CCN(C(=O)CCS(=O)(=O)c1ccccc1)c1nc2cc3c(cc2s1)OCO3	i	/	0.5	0	6	3	/	12	-1.1
CC1=C(C(=O)N(C)C)C(c2ccc(C)s2)NC(=S)N1 (stereo unspecified)	i	-1.6	-0.5	-2	-5	-2	-6	-1	-2.2
O=C(Nc1cccs1)Nc1ccccc1Br	-0.3	0.7	-0.2	-10	13	-1	2	-3	0.5
Cc1cc(C(=O)OCC(=O)NCc2ccc(Cl)cc2)c(C)o1	2.7	-0.4	0.8	1	0	6	-1	-5	-0.2
CC(=O)c1cccc(NC(=O)c2c(F)c(F)c(F)c(F)c2F)c1	i	-0.2	/	0	-4	1	-2	-12	-0.6
COc1ccc(C(=O)c2ccc(N3CCOCC3)c([N+](=O)[O-])c2)cc1	-0.5	0.0	3.8	8	-33	2	1	5	0.3
Cc1cc(C)cc(CC(=O)N2CCC2(C)C(=O)NS(=O)(=O)c2ccccc2Cl)c1 (stereo unspecified)	0.0	-0.4	-2.0	5	-2	/	-5	/	/
CCN(CC)S(=O)(=O)c1cccc(NC(=O)c2ccc(Sc3nncn3C)c([N+](=O)[O-])c2)c1	i	0.4	-0.2	5	-26	0	-5	5	0.2
O=C(c1cccs1)N(C(=O)c1cccs1)c1ccc(Br)cn1	i	2.0	/	5	18	-1	0	-18	0.8

The final four records of the part before come first, to join the parts:
SMILES	Vc quorum ag	BoNT-A LC inh2	TcdB inh	Yp Topo-I inh	PrPC TRFRET	SARS 3CLpro inh	Anthrax LF prot	SSB-PriA inh	PfHsp40 rescue
COc1ccc(C(=O)c2ccc(N3CCOCC3)c([N+](=O)[O-])c2)cc1	-0.5	0.0	3.8	8	-33	2	1	5	0.3
Cc1cc(C)cc(CC(=O)N2CCC2(C)C(=O)NS(=O)(=O)c2ccccc2Cl)c1 (stereo unspecified)	0.0	-0.4	-2.0	5	-2	/	-5	/	/
CCN(CC)S(=O)(=O)c1cccc(NC(=O)c2ccc(Sc3nncn3C)c([N+](=O)[O-])c2)c1	i	0.4	-0.2	5	-26	0	-5	5	0.2
O=C(c1cccs1)N(C(=O)c1cccs1)c1ccc(Br)cn1	i	2.0	/	5	18	-1	0	-18	0.8
Cc1cnc([N+](=O)[O-])n1CCOC(=O)NC(=O)c1ccccc1	-0.5	-0.4	0.1	4	-1	-1	-3	5	0.0
CC/C(=N\Nc1ccccc1)c1c(O)n(C)c(=O)n(C)c1=O	-0.4	-0.4	-6.1	8	-1	0	2	/	0.7
Cc1ccc2[nH]cc(C(=O)CN3CCC4(CC3)OCCO4)c2c1	-0.4	0.1	/	-8	-11	8	-4	6	-1.5
O=C(O)C1CCCCN1C(=O)c1ccc(S(=O)(=O)N2CCCCCC2)cc1 (stereo unspecified)	0.7	2.1	-7.4	-3	3	/	11	2	-0.1
O=C(O)c1cccc(C(=O)O)c1	-0.6	-0.2	0.5	-2	-2	1	-4	-14	0.0
COc1ccc([N+](=O)[O-])cc1NC1C2CC3CC(C2)CC1C3 (stereo unspecified)	-0.3	2.7	/	-10	4	3	6	-7	-0.3
CC1(C(=O)Nc2ccc3c(c2)OCO3)CCN1C(=O)CCc1cccs1 (stereo unspecified)	-0.3	-0.1	0.5	8	0	/	-1	/	/
Cn1c2ccccc2c(=O)c2cc(C#Cc3ccsc3)ccc21	i	1.9	0.9	-2	-2	-5	1	-14	-0.3
Cc1cc(=O)n(Cc2ccco2)c(=S)[nH]1	i	-0.3	0.7	-3	3	/	-8	/	/
O=C1CC(NNc2nc3ccccc3s2)C(=O)N1c1ccc(F)cc1 (stereo unspecified)	-0.5	-0.5	-0.9	-6	6	-1	-3	-8	-0.2
Cn1c2ccccc2c2cc([N+](=O)[O-])ccc21	-0.5	0.8	0.7	4	0	9	-5	1	0.7
O=C(NCc1cc(C(F)(F)F)cc(C(F)(F)F)c1)C1CC(c2cccc(F)c2)=NO1 (stereo unspecified)	i	-0.3	0.5	-7	-6	/	-8	-1	0.1
O=C1N(c2nncs2)CCN1[N+](=O)[O-]	-0.6	-4.0	-0.7	9	3	-1	-8	0	-1.5
CN(C)C(=O)N1CCC(C(=O)NCc2ccc3c(c2)OCO3)CC1	-0.3	0.0	/	4	-5	-1	-3	-3	1.0
O=C(COC(=O)c1cc([N+](=O)[O-])ccc1N1CCOCC1)Nc1ccccc1OC(F)F	-5.6	-3.4	1.6	-8	-22	/	-2	31	1.7
CCc1nn(CC(=O)NCCCN(Cc2ccccc2)C(C)C)c(=O)c2cc3sccc3n12	-12	0.7	/	10	-14	-3	1	-5	-0.8
Cc1ccc2cc3cc(C(=O)N(CC(=O)NC4CCCC4)c4cccc(C)c4C)sc3nc2c1	1.6	1.0	-5.7	-10	2	3	-10	2	1.5
O=C(CN1C(=O)c2ccccc2C1=O)NC1CCC(O)CC1 (stereo unspecified)	0.1	1.1	0.8	2	-6	/	7	10	-1.8
C=C1C(=O)[C@]23C[C@H]1CC[C@H]2[C@]1(C)[C@@H](OC(C)=O)CC[C@@](C)(C(=O)O)[C@H]1C[C@@H]3OC(C)=O	/	-0.8	0.9	/	1	/	6	/	/
CN(C)S(=O)(=O)c1cccc(NC(=O)COC(=O)c2cccnc2Cl)c1	i	0.2	0.1	1	6	/	-3	-1	-0.7
c1cncc(Nc2c3ccccc3nc3ccccc23)c1	0.6	3.2	1.4	-11	-7	-3	10	19	-1.6
O=S(=O)(c1ccc(F)cc1)N1CCN(c2ncccn2)CC1	0.7	-1.3	1.7	4	-1	0	-2	-12&3&-2	-0.2
C/C=C1\NC(=O)[C@H](C)NC(=O)[C@@H](NC(=O)[C@@H](Cc2ccc(O)cc2)NC(=O)[C@@H](NC(=O)/C(C)=C/C)C(C)C)[C@@H](C)OC(=O)[C@H](CCCCc2ccc(O)cc2)NC(=O)[C@@H](CCC(=O)O)NC1=O	-0.7	-0.2	2.4	7	4	/	2	-7	5.0
CC1(C)OC(=O)C(=CNCC(=O)NCC(=O)O)C(=O)O1	1.2	0.0	5.6	2	-4	-1	-5	-7	0.3
O=C(Cc1cccs1)N1CCC(c2nc3c(nnn3Cc3ccccc3)c(=O)[nH]2)CC1	i	-1.2	/	45	-4	-1	0	-5	1.6
SMILES	Vc quorum ag	BoNT-A LC inh2	TcdB inh	Yp Topo-I inh	PrPC TRFRET	SARS 3CLpro inh	Anthrax LF prot	SSB-PriA inh	PfHsp40 rescue
CC1(C)S[C@@H]2[C@H](NC(=O)COc3ccccc3)C(=O)N2C1C(=O)OCc1ccccc1 (stereo partly specified)	-0.7	0.4	0.5	12	-8	/	1	-15	7.6
NC(=O)CSc1nnc(-c2cnccn2)n1-c1ccccc1	/	-0.1	/	4	-10	-3	-1	-16	-0.8
COc1ccc(N2C(=O)[C@@H]3C(c4cccnc4)=NO[C@@H]3C2=O)cc1	-0.6	/	-0.8	-4	0	-3	/	-9	/
CCOC(=O)Cc1csc(NC(=O)COc2ccc(C)cc2)n1	-0.9	-0.7	1.1	5	5	2	0	6	0.4
CC(C)Cc1nnc(NC(=O)CCC(=O)N2CCN(c3ccccc3)CC2)s1	-0.2	0.4	0.4	5	-1	0	1	-18	0.6
Cc1ccnc(NC(=O)CCC(=O)N(CC(=O)NCc2ccccc2)Cc2ccco2)c1	-0.5	-1.6	0.4	-4	13	1	-5	-3	0.6
CCCCn1c(-c2csc(CCC)c2)n[nH]c1=S	-0.6	-0.8	1.4	13	5	3	-2	7	1.6
O=C(COc1ccc(Cl)cc1)NCCN1CCCC1	-0.8	3.4	0.1	-16	-4	2	-11	3	-2.5
CCCC(=O)OCC(=O)c1[nH]c(C)c(C(C)=O)c1C	-0.5	0.3	0.6	8	7	5	1	0	0.3
CCOC(=O)c1ccc(S(=O)(=O)N2CCC(N3CCCCCC3)CC2)cc1	-0.4	-0.1	-0.8	-7	3	/	-8	/	/
Cc1ccc(C(=O)N/N=C(/CC(=O)c2cccs2)C(F)(F)F)cc1	-0.6	0.3	1.0	-5	1	1	-6	/	0.0
COc1ccc(N2CCN(C(=O)c3c(Cl)cnn3C)CC2)cc1	i	3.9	2.1	0	6	-2	0	-11	-0.1
CC(=O)Nc1nc(-c2ccc(Cl)cc2)ns1	-0.6	1.9	/	3	11	6	3	-14	0.0
COc1cccc(CNCc2ccccn2)c1OC	-1.9	-2.5	/	-1	4	-4	-5	-2	-1.3
COc1ccccc1OCC(=O)NNc1c2ccccc2nc2ccccc12	-0.9	-0.9	1.1	2	-9	-2	0	14	-0.6
Cc1c(OC(C)C(=O)NC(Cc2c[nH]c3ccc(O)cc23)C(=O)O)ccc2c1oc(=O)c1ccccc12 (stereo unspecified)	-0.4	-0.5	0.6	0	5	6	-9	9	4.4
CC(=O)Nc1ccc(OCC(O)CN2CCN(c3ccccc3Cl)CC2)cc1 (stereo unspecified)	i	0.7	/	19	5	2	-3	8	0.0
Cc1ccc(F)cc1NC(=O)c1ccc2c(c1)OCO2	-0.5	-0.4	/	7	-6	-3	-2	-2	-1.3
CCOC(=O)c1ccc2cccc(C)n2c1=O	0.4	0.4	/	4	/	0	0	-25	0.2
N#Cc1c(-c2ccccc2Cl)cc(C2CC2)nc1N	/	0.7	/	-6	-12	0	0	-23	0.4

These rows are one share of the data (hit frequency here may not be typical).
